Screening data deposited in PubChem by several laboratories.
GPR35 antagonists = inhibition of zaprinast-stimulated GPR35 beta-arrestin translocation – imaging, U2OS, beta-arrestin-GFP, zaprinast agonist, primary screen (AID 2058) | hit rate 0.052% among 290,000 | U2OS GPR35 beta-arrestin-GFP translocation imaging, zaprinast antagonism; higher % means a stronger effect | one-dose inhibition, % at 10 µM; IC50 in µM for titrated hits;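 active = inhibition of at least 50% with at least 30 cells and total cytoplasm GFP at most 10,000,000; inconclusive = under 30 cells or total GFP of 10,000,000 plus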
Salmonella PhoP GFP = inhibitors of PhoP regulon expression, primary screen, Salmonella Typhimurium, GFP reporter (AID 1863). S. Typhimurium PhoP-regulated promoter GFP reporter, 4 h; higher % means a stronger effect. one-dose inhibition, % at 50 µM; IC50 in µM for titrated hits. hit rate 0.16% among 300,000;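 active = inhibition over 29.93%, a cutoff 3 SD above the screen mean, later confirmed by dose response; inconclusive = inhibition over 29.93% but no dose response follow-up; inactive = inhibition at most 29.93% or unconfirmed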;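 note: 0% = low Mg2+ inducing control and 100% = high Mg2+ repressing control; strong numbers were not always called active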
West Nile antiviral = West Nile virus antiviral activity, cell-based, CPE readout (AID 1621) | West Nile virus-infected cells, CPE inhibition; higher % means a stronger effect | CPE inhibition, % at 10 µM; hits with a dose series show IC50 in µM | hit rate 0.02% among 290,000; in the data active = a potency from the dose series; inconclusive = CPE inhibition mostly from about 3.7% at the one dose, without a potency; inactive = the rest, 99 in 100 with CPE inhibition below about 2.2%; note: strong numbers were not always called active
MgcRacGAP inhibition = MgcRacGAP GTPase-activating activity inhibitors, confirmation, biochemical, ADP Hunter fluorescence; MgcRacGAP-stimulated Rac1 GTP hydrolysis, ADP Hunter fluorescence; higher % means a stronger effect; GST-tagged Rac1 F28L mutant substrate; inhibition, % at 30 µM, or IC50 in µM where a hit was titrated; AID 624330; hit rate 0.6% among 340,000;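 active = first-screen hits whose inhibition reached a set limit at any dose in the follow-up dose series; inconclusive = inhibition above the set first-screen limit but never retested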;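 note: fluorescence reports GDP produced by GAP-driven GTP hydrolysis; strong numbers were not always called active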
Large T inhibition = SV40 large T antigen inhibitors, biochemical (AID 1903); SV40 large T antigen ATPase/helicase inhibition assay; higher % means a stronger effect; inhibition, % at 20 µM, or IC50 in µM where a hit was titrated; hit rate 0.39% among 310,000; in the data active = a potency from the dose series; inconclusive = inhibition mostly from about 32% at the one dose, without a potency; inactive = the rest, 99 in 100 with inhibition below about 32%; note: strong numbers were not always called active
ER stress rescue = rescue of cells from ER stress-induced death, primary screen, 384-well, CSM14.1, thapsigargin, ATP luminescence (AID 1222); CSM14.1 thapsigargin-induced death rescue, ATP luminescence; higher % means a stronger effect; cellular ATP content (survival), % at 20 µM; hits with a dose series show EC50 in µM; 190,000 tested, under 10 active;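 active = EC50 below 50 µM in the dose-response confirmation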;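 note: death triggered by thapsigargin at about 15 µM added after 2 h compound pretreatment; cell ATP read after overnight thapsigargin exposure of roughly 18 to 22 hours; normalized against plate controls of thapsigargin alone and 5% DMSO vehicle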
LYP phosphatase = inhibitors of LYP phosphatase, biochemical, fluorescence intensity, uHTS (AID 1779). recombinant LYP phosphatase, fluorescence intensity; higher % means a stronger effect. hit rate 0.054% among 290,000. one-dose inhibition, % at 11.5 µM; IC50 in µM for titrated hits; in the data active = inhibition above about 50%;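 note: plate controls were vehicle with enzyme for no effect and no enzyme for full effect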
Dengue-2 NS5 capping = Dengue-2 NS5 methyltransferase inhibitors, primary screen, biochemical, confirmation dose response (AID 588689). Dengue-2 NS5 methyltransferase capping enzyme assay, biochemical; higher % means a stronger effect. one-dose inhibition, % at 25 µM; IC50 in µM for titrated hits. hit rate 0.3% among 340,000; in the data active = a potency from the dose series; inconclusive = inhibition above about 29% without an active follow-up result
RSV CPE inhibition = inhibition of RSV-induced cytopathic effect – HEp-2 cells, primary 10 µM value included (AID 2391); HEp-2 cells, RSV-induced CPE inhibition; higher % means a stronger effect; one-dose CPE inhibition, % at 10 µM; IC50 in µM for titrated hits; hit rate 0.13% among 310,000; in the data active = a potency from the dose series; inconclusive = CPE inhibition mostly from about 23% at the one dose, without a potency; inactive = the rest, 99 in 100 with CPE inhibition below about 21%; note: strong numbers were not always called active
Dengue-2 NS5 capping pilot replicate = also measured in Dengue-2 NS5 capping; calls as there; inhibition, %; measured here: pilot screen replicate inhibition
An asterisk follows results filed as active.

Screening CC(C)COc1ccc(/C=C2/Sc3ccccc3C2=O)cc1 returned GPR35 antagonists 8%, Salmonella PhoP GFP -12%, West Nile antiviral -0.1%, MgcRacGAP inhibition 8%, Large T inhibition -1%, ER stress rescue 1.5%, LYP phosphatase 5%, Dengue-2 NS5 capping -25% and RSV CPE inhibition 19%.
For NC(=S)N/N=C/c1coc2ccc(Cl)cc2c1=O the results were GPR35 antagonists 21%, Salmonella PhoP GFP 8%, West Nile antiviral -1.0%, MgcRacGAP inhibition 9%, Large T inhibition 19%, ER stress rescue 1.4%, LYP phosphatase 3%, Dengue-2 NS5 capping -7% and RSV CPE inhibition inconclusive.
For COc1nc(Oc2ccc(C(=O)OCC(N)=O)cc2)nc(N(C)C)n1 the results were GPR35 antagonists 2%, Salmonella PhoP GFP 4%, West Nile antiviral 0.7%, MgcRacGAP inhibition 6%, Large T inhibition 16%, ER stress rescue -0.5%, LYP phosphatase -3%, Dengue-2 NS5 capping 0% and RSV CPE inhibition -1.0%.
For C=C(C)c1cccc(C(C)(C)NC(=O)Nc2cc(C)ccc2OC)c1 the results were GPR35 antagonists 3%, Salmonella PhoP GFP -3%, West Nile antiviral -0.6%, MgcRacGAP inhibition 4%, Large T inhibition -2%, ER stress rescue 2.3%, LYP phosphatase 4%, Dengue-2 NS5 capping 0% and RSV CPE inhibition 4.0%.
`O=C1CNC(=S)N1C1CCCCCC1` gave GPR35 antagonists -4%, Salmonella PhoP GFP 0%, West Nile antiviral -0.2%, MgcRacGAP inhibition -5%, Large T inhibition 7%, LYP phosphatase -10%, Dengue-2 NS5 capping -5% and RSV CPE inhibition 2.8%.
`COc1ccc(CC(=O)N2CCN(c3ccccc3)CC2)cc1` gave GPR35 antagonists -5%, Salmonella PhoP GFP -4%, West Nile antiviral -1.0%, MgcRacGAP inhibition 10%, Large T inhibition 4%, LYP phosphatase -11%, Dengue-2 NS5 capping 2%, RSV CPE inhibition 3.0% and Dengue-2 NS5 capping pilot replicate 0.9.
Screening O=C1N=NC2=C1c1c3ccccc3c(O)n1CC2 returned GPR35 antagonists 13%, Salmonella PhoP GFP 1%, West Nile antiviral -0.7%, MgcRacGAP inhibition -2%, Large T inhibition 21%, LYP phosphatase 4%, Dengue-2 NS5 capping -7% and RSV CPE inhibition 3.0%.
`Fc1nc(N2CCCC2)c(F)c(Oc2ccccc2Oc2c(F)c(F)nc(N3CCCC3)c2F)c1F` gave GPR35 antagonists 13%, Salmonella PhoP GFP -6%, West Nile antiviral 0.3%, MgcRacGAP inhibition 7%, Large T inhibition 13%, ER stress rescue 6.1%, LYP phosphatase 1%, Dengue-2 NS5 capping 1% and RSV CPE inhibition 0.7%.
`CSc1nc2c(c(=O)[nH]1)C(c1ccncc1)C(C(=O)OC(C)C)=C(C)N2` (stereo not drawn) gave GPR35 antagonists 0%, Salmonella PhoP GFP -3%, West Nile antiviral 0.9%, MgcRacGAP inhibition 7%, Large T inhibition -2%, ER stress rescue -0.5%, LYP phosphatase 2%, Dengue-2 NS5 capping 12% and RSV CPE inhibition 0.3%.
For O=C(OCC(=O)N1CCCC1)c1ccc(S(=O)(=O)N2CCOCC2)cc1 the results were GPR35 antagonists 0%, Salmonella PhoP GFP -10%, West Nile antiviral 0.4%, MgcRacGAP inhibition 6%, Large T inhibition 5%, ER stress rescue 0.0%, LYP phosphatase -5%, Dengue-2 NS5 capping -2% and RSV CPE inhibition 0.6%.
`Cc1cccc(/C(N)=N/OC(=O)c2cccs2)c1` gave GPR35 antagonists -3%, Salmonella PhoP GFP 3%, West Nile antiviral 0.1%, MgcRacGAP inhibition 6%, Large T inhibition -1%, ER stress rescue 3.0%, LYP phosphatase -5%, Dengue-2 NS5 capping -2% and RSV CPE inhibition 0.9%.
Screening CCOC(=O)C1CCCN(C(=O)c2cc3nc(-c4ccc5c(c4)OCO5)cc(C(F)(F)F)n3n2)C1 (stereo not drawn) returned GPR35 antagonists -2%, Salmonella PhoP GFP 20%, West Nile antiviral 0.6%, MgcRacGAP inhibition -1%, Large T inhibition 1%, ER stress rescue 4.5%, LYP phosphatase -1%, Dengue-2 NS5 capping 3% and RSV CPE inhibition 7.4%.
`O=C(CCN1C(=O)S/C(=C\c2ccc(F)cc2)C1=O)Nc1ccc(O)cc1C(=O)O` gave GPR35 antagonists 24%, Salmonella PhoP GFP -5%, West Nile antiviral 0.2%, MgcRacGAP inhibition 15%, Large T inhibition 19%, LYP phosphatase -4%, Dengue-2 NS5 capping 12% and RSV CPE inhibition 1.5%.
COc1ccc(C)c2sc(N(CCCN(C)C)C(=O)c3ccc(S(=O)(=O)N(C)C)cc3)nc12 was read as GPR35 antagonists -11%, Salmonella PhoP GFP 4%, West Nile antiviral 2.9%, MgcRacGAP inhibition 4%, Large T inhibition 12%, ER stress rescue -1.4%, LYP phosphatase -4%, Dengue-2 NS5 capping -1% and RSV CPE inhibition 0.8%.
Screening c1ccc(Nc2cccc(Nc3ccccc3)c2)cc1 returned GPR35 antagonists -11%, Salmonella PhoP GFP 25%, West Nile antiviral -0.3%, MgcRacGAP inhibition 20%, Large T inhibition 14%, ER stress rescue 0.0%, LYP phosphatase 6%, Dengue-2 NS5 capping -1% and RSV CPE inhibition inconclusive.
O=C(Nc1ccc(Br)cn1)c1ccc([N+](=O)[O-])o1 was read as GPR35 antagonists -15%, Salmonella PhoP GFP 4%, West Nile antiviral 3.2%, MgcRacGAP inhibition -1%, Large T inhibition 7%, ER stress rescue 0.0%, LYP phosphatase -1%, Dengue-2 NS5 capping 0% and RSV CPE inhibition 7.4%.
COc1ccc(CN(C(=O)CSc2nnc(-c3c[nH]c4ccccc34)o2)c2ccc(F)cc2)cc1OC was read as GPR35 antagonists -23%, Salmonella PhoP GFP 1%, West Nile antiviral 2.6%, MgcRacGAP inhibition 2%, Large T inhibition 8%, ER stress rescue -5.2%, LYP phosphatase 9%, Dengue-2 NS5 capping 12% and RSV CPE inhibition 13%.
COCCN(C(=O)c1cc(OC)c(OC)c(OC)c1)c1c(N)n(Cc2ccccc2)c(=O)[nH]c1=O was read as GPR35 antagonists 2%, Salmonella PhoP GFP -7%, West Nile antiviral 0.6%, MgcRacGAP inhibition -13%, Large T inhibition 8%, ER stress rescue -1.8%, LYP phosphatase 0%, Dengue-2 NS5 capping -10% and RSV CPE inhibition 2.6%.
COc1ccc(CCNC(=O)c2cnc3ccccc3n2)cc1 was read as GPR35 antagonists 17%, Salmonella PhoP GFP 10%, West Nile antiviral -0.7%, MgcRacGAP inhibition 2%, Large T inhibition -7%, LYP phosphatase -11%, Dengue-2 NS5 capping -3% and RSV CPE inhibition 9.6%.
Screening CCn1c(CCc2nc3ccccc3[nH]2)n[nH]c1=S returned GPR35 antagonists 7%, Salmonella PhoP GFP -5%, West Nile antiviral 0.6%, MgcRacGAP inhibition 6%, Large T inhibition 23%, ER stress rescue -1.3%, LYP phosphatase -5%, Dengue-2 NS5 capping -2% and RSV CPE inhibition -0.4%.
Screening O=S1(=O)CCN(Cc2ccccc2C(F)(F)F)CC1 returned GPR35 antagonists -9%, Salmonella PhoP GFP -1%, West Nile antiviral -0.2%, MgcRacGAP inhibition 1%, Large T inhibition 0%, ER stress rescue -0.4%, LYP phosphatase -5%, Dengue-2 NS5 capping 3% and RSV CPE inhibition 0.4%.
Screening C[C@H](NC(=O)C1(c2ccccc2)CCN(C(=O)OC(C)(C)C)CC1)C(=O)N[C@@H](C(=O)O)c1ccccc1 returned GPR35 antagonists -14%, Salmonella PhoP GFP -2%, West Nile antiviral 0.1%, MgcRacGAP inhibition 2%, Large T inhibition 6%, LYP phosphatase -10%, Dengue-2 NS5 capping -6% and RSV CPE inhibition 2.5%.
For COCCCNC(=S)N(CCN(C)C)Cc1cc2cc3c(cc2[nH]c1=O)OCCO3 the results were GPR35 antagonists 2%, Salmonella PhoP GFP 8%, West Nile antiviral 0.1%, MgcRacGAP inhibition 11%, Large T inhibition 6%, LYP phosphatase -2%, Dengue-2 NS5 capping 2% and RSV CPE inhibition 0.0%.
`CCOc1ccc(C(=O)NC2CC(C)(C)NC(C)(C)C2)cc1` gave GPR35 antagonists -3%, Salmonella PhoP GFP -3%, West Nile antiviral -1.3%, MgcRacGAP inhibition 8%, Large T inhibition 5%, LYP phosphatase -10%, Dengue-2 NS5 capping 0% and RSV CPE inhibition 0.0%.

By substructure: the entries above with an aryl thioether with sulfur outside any ring.
`CSc1nc2c(c(=O)[nH]1)C(c1ccncc1)C(C(=O)OC(C)C)=C(C)N2` (stereo not drawn) gave GPR35 antagonists 0%, Salmonella PhoP GFP -3%, West Nile antiviral 0.9%, MgcRacGAP inhibition 7%, Large T inhibition -2%, ER stress rescue -0.5%, LYP phosphatase 2%, Dengue-2 NS5 capping 12% and RSV CPE inhibition 0.3%.
COc1ccc(CN(C(=O)CSc2nnc(-c3c[nH]c4ccccc34)o2)c2ccc(F)cc2)cc1OC was read as GPR35 antagonists -23%, Salmonella PhoP GFP 1%, West Nile antiviral 2.6%, MgcRacGAP inhibition 2%, Large T inhibition 8%, ER stress rescue -5.2%, LYP phosphatase 9%, Dengue-2 NS5 capping 12% and RSV CPE inhibition 13%.

Going on with the list.
Screening CN1CCC(=O)N([C@H](CO)c2ccccc2)CC1 returned GPR35 antagonists 1%, Salmonella PhoP GFP -3%, West Nile antiviral -1.0%, MgcRacGAP inhibition inconclusive, Large T inhibition 10%, LYP phosphatase -16%, Dengue-2 NS5 capping -4% and RSV CPE inhibition -0.6%.
Cc1ccc(SCC(=O)Nc2cccnc2)cc1 was read as West Nile antiviral -0.1%, MgcRacGAP inhibition 10%, Dengue-2 NS5 capping -4% and RSV CPE inhibition 0.8%.
Cc1nc2ccccn2c1C(=O)N/N=C/c1ccccc1[N+](=O)[O-] was read as GPR35 antagonists 11%, Salmonella PhoP GFP 29%, West Nile antiviral -0.1%, MgcRacGAP inhibition -1%, Large T inhibition -7%, ER stress rescue 1.5%, LYP phosphatase -12%, Dengue-2 NS5 capping -6% and RSV CPE inhibition 1.3%.
Screening CCc1nc2oc3ccccc3c(=O)c2c(=O)n1Cc1ccccc1 returned GPR35 antagonists -6%, Salmonella PhoP GFP 7%, West Nile antiviral -0.7%, MgcRacGAP inhibition 14%, Large T inhibition 2%, ER stress rescue 0.4%, LYP phosphatase -4%, Dengue-2 NS5 capping -2% and RSV CPE inhibition 4.7%.
Cn1c(NC(=O)c2ccc(Cl)s2)cc(=O)n(C)c1=O was read as GPR35 antagonists -1%, Salmonella PhoP GFP 3%, West Nile antiviral 1.6%, MgcRacGAP inhibition 1%, Large T inhibition 7%, ER stress rescue 0.4%, LYP phosphatase -3%, Dengue-2 NS5 capping 2% and RSV CPE inhibition 1.4%.
